S1P3 antagonist: antagonists of human S1P3 receptor; Q99500; CHO S1P3 NFAT-BLA reporter, FRET fluorescence, antagonist mode; inhibition, % at 4.98 µM; 0.27% of 170,000 active;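 active = inhibition above the plate cutoff, the mean inhibition of test wells on that plate plus 3 SD, cut at about 28% in these data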;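 also: cells challenged with S1P at its EC80 of 0.8 µM; blue over green emission ratio from cleaved BLA substrate after 4 h stimulation; 0% = S1P-stimulated wells and 100% = unstimulated DMSO-only wells; some compounds past the cut are filed as inactive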
Target sequence (Q99500 whole entry, looked up): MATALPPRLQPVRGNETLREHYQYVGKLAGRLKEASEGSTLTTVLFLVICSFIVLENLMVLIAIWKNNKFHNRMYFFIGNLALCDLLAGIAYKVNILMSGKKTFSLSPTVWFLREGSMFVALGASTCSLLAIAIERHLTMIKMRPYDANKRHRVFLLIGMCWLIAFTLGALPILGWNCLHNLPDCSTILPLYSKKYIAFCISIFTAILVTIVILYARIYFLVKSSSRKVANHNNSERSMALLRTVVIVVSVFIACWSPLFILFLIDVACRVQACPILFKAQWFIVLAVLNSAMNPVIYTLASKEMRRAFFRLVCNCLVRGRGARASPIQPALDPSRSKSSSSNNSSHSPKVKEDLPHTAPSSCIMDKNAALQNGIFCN
ROMK primary: human ROMK K+ channel modulation, primary screen. 2% of 130,000 active. B-score at 10 µM. P48048. AID 1918. Tet-inducible ROMK, thallium flux fluorescence; actives lie on both sides;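 active = signal ratio slope over the read window, or its plate-corrected B-score, at least 3 SD from the plate mean, either direction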;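 also: B-score of the F/F0 ratio slope over 7 to 12 s after thallium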
Target sequence (P48048 whole entry, looked up): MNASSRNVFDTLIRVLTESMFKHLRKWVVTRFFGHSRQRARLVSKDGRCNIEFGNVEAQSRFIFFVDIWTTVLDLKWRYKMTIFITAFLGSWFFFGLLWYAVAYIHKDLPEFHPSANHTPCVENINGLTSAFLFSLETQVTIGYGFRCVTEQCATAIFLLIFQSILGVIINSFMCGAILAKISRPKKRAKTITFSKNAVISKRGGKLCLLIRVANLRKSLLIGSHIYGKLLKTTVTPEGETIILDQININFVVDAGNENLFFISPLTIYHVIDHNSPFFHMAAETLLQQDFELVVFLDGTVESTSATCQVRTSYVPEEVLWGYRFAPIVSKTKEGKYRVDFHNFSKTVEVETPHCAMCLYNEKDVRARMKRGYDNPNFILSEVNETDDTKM
Starred values were filed as active, the others as inactive. Some of the compounds tested; the hit share may differ from the screen's.

Order of results: S1P3 antagonist	ROMK primary
- COc1cc(NC(=S)Nc2ccc3c(c2)OCCO3)cc(OC)c1OC
  -5	1
- Cc1ccc2nc(NC(=O)CC3Oc4ccccc4NC3=O)sc2c1 (stereo not drawn)
  0	-0.25
- Cc1c(Cl)cccc1NC(=S)N/N=C/c1ccccc1Cl
  5	0.65
- NS(=O)(=O)c1ccc(-c2ccc(/C=N/Nc3ccc(C(=O)O)cc3)o2)cc1
  6	-0.032
- Cc1ccc([N+](=O)[O-])c(OCC(O)CNC(C)(C)C)c1 (stereo not drawn)
  4	-0.26
- COc1cccc(-c2cc(C(=O)NCc3cccs3)no2)c1
  9	-2.1*
- Cn1nccc1C(=O)N/N=C/c1cccnc1
  -1	-0.86
- Cn1nnc(NC(=S)NC(=O)/C=C/c2ccco2)n1
  2	0.42
- O=C(NCCOc1ccc2ccccc2c1)c1cncc(Br)c1
  -13	0.0027
- C=CCc1c(C)c(C#N)c2nc3ccccc3n2c1N1CCCCC1
  -3	0.28
- CCc1ccc(N2C(=O)C3C(C2=O)N2CCCN2C3c2ccccc2)cc1 (stereo not drawn)
  -4	-0.54
- CCOc1ccccc1NC(=O)Nc1ccccn1
  16	0.59
- COc1ccc(Cn2c(=O)c3[nH]cnc3n(-c3ccc(C)cc3)c2=O)cc1
  10	-0.67
- Cc1nc(-c2nc(-c3c(C(=O)NNC(=O)c4ccc(Cl)cc4)noc3C)cs2)cs1
  8	1.3
- O=C(Nc1ccccc1)/C(=C\c1ccccc1)NC(=O)c1ccco1
  2	0.018
- COc1cccc(/C=N/NC(=O)c2ccccc2NC(=O)c2ccco2)c1OC
  14	1
- O=Cc1cn(CC(=O)N2CCCCCC2)c2ccccc12
  -23	-0.013
- COc1ccc(/C=C2\SC(=S)N(CC3CCCO3)C2=O)cc1 (stereo not drawn)
  -2	0.36
- CCOc1c(Nc2ccc(C(C)C)cc2)c(=O)c1=O
  5	0.014
- COc1ccc(CC(=O)O/N=C(\N)Cc2ccc([N+](=O)[O-])cc2)cc1
  2	1.8
- COC(=O)Nc1nncs1
  2	0.34
- CCCCC(=O)NC(c1ccccc1OC)c1ccc2cccnc2c1O (stereo not drawn)
  -2	-0.29
- COc1cccc(-c2nnc(-c3ccccc3[N+](=O)[O-])o2)c1
  7	1.9
- O=C(NNc1cc(C(F)(F)F)nc2ccccc12)Nc1cccc(Cl)c1
  4	-0.11
- Nc1c(C(=O)Nc2ccccc2F)sc2nc(-c3cccnc3)ccc12
  2	-0.21
- O=[N+]([O-])c1ccc(Oc2cccc(C(F)(F)F)c2)nc1
  -18	-0.54
- O=C1CCC/C1=C\Nc1ccc(Cl)c([N+](=O)[O-])c1
  -4	-0.022
- Nc1ccccc1SC1CC(=O)N(c2ccc3c(c2)OCO3)C1=O (stereo not drawn)
  1	1.5
- CC(=O)N(c1cccc(Cl)c1)c1nc(C)cc(C)c1C#N
  -14	0.075
- COc1ccc(C(F)(F)F)cc1N/C=C/c1nnnn1-c1ccc2ccccc2c1
  7	0.56
- C#Cc1cccc(NC(=O)CSc2nnc(-c3ccc(C(F)(F)F)cn3)o2)c1
  4	-0.64
- COCCn1cnc2c(c1=O)c1nc3ccccc3nc1n2/N=C/c1cccc(OC)c1
  12	3.1
- Cc1nnsc1C(=O)NNC(=O)c1cccc2ccccc12
  -2	0.67
- OCc1nc2ccccc2n1/N=C/c1cccs1
  -25	-0.06
- Cc1csc2c(N3CCN(C(=O)NC(C)(C)C)CC3)ncnc12
  -7	0.53
- Cc1ccc(C(=O)Cn2cncn2)cc1
  -2	0.031
- COc1ccccc1Nc1nc2ccccc2n2cnnc12
  16	1
- CC(=O)c1cccc(NC2c3ccccc3C(=O)N2Cc2ccco2)c1 (stereo not drawn)
  0	-0.11
- O=C(CSc1ncccn1)Nc1ccc2c(c1)CCC2
  3	-0.31
- CCOC(=O)C1=C(O)C(=O)N(c2ccccc2)C1c1cccc([N+](=O)[O-])c1 (stereo not drawn)
  11	0.42
- O=C(O)/C=C/C(=O)NCC1CCC(CNC(=O)/C=C/C(=O)O)CC1 (stereo not drawn)
  8	-0.41
- CC(C)(C)CC(C)(C)NC(=O)c1ccc2snnc2c1
  2	-0.46
- O=C1CNC(=S)N1CCc1ccccc1Cl
  -2	0.98
- O=C1Nc2ccccc2S/C1=C/c1cccs1
  2	-0.043
- Cc1cn(Cc2ccccc2Cn2cc(C)c(=O)[nH]c2=O)c(=O)[nH]c1=O
  5	0.23
- CC(=O)N1CCC(=NNc2ccc(S(N)(=O)=O)cc2[N+](=O)[O-])CC1
  -3	0.73
- Cn1cc(C(=O)N/N=C/c2ccc([N+](=O)[O-])cc2)c2ccccc21
  8	-0.64
- CCOC(=O)CSc1cc(-c2ccccc2)nc2ncnn12
  10	-0.75
- COc1ccccc1CNC(=O)C(NS(=O)(=O)c1cccc2nsnc12)C(C)C (stereo not drawn)
  13	0.0021
- COC(=O)c1cc(OC)c(OC)cc1NC(=O)Nc1ccccc1F
  12	-1.4
- O=C(Cn1cnc2c(nnn2Cc2ccccc2)c1=O)NCc1ccccc1Cl
  -1	-1.2
- COc1ccc(-c2c(NC(=O)c3ccco3)n(-c3ccccc3)nc(C)c2=O)cc1
  -17	0.76
- O=C(Cc1ccccc1[N+](=O)[O-])Nc1nccs1
  5	-1.2
- O=C(CN1c2ccccc2Sc2ccccc21)NNC(=O)Nc1ccc(Cl)c(Cl)c1
  -16	-0.0029
- CC1(C)OC2C(O1)[C@@H](CO)O[C@H]2n1cnc2c(N)ncnc21 (stereo partly drawn)
  4	2.2
- O=C(/C=C/c1ccccc1)c1ccc2c(c1)OCO2
  -5	0.046
- O=C(NC(=O)c1ccc(Cl)cc1)Nc1ccc(-c2cnco2)cc1
  4	0.18
- NC(=O)c1cccc(CC(=O)c2ccccc2)c1
  0	0.22
- COc1ccc(N(C(=O)c2ccncc2)S(=O)(=O)c2cccs2)cc1
  1	-0.54
- CC1(C)Cc2c(sc3c2c(N)nc(=S)n3Cc2ccc(Br)cc2)CO1
  -5	0.35

(more compounds)
Order of results: S1P3 antagonist	ROMK primary
- CCCn1c(S(=O)(=O)O)nc2ccccc21
  -22	-0.15
- Cn1c(NNC(=O)c2ccccc2F)cc(=O)n(C)c1=O
  -7	-0.98
- Cn1nc(C(F)(F)F)c(-c2ccc(Br)cc2)c1NC(=O)CSCC(=O)O
  0	1.7
- Cn1c(SCC(=O)O)nnc1-c1ccc(NC(=O)c2ccc(Cl)c(Cl)c2)cc1
  4	-0.35
- Cc1ccc2nc(-c3ccc(-c4ccccn4)s3)cn2c1
  20	-0.077
- O=C(O)c1[nH]c2ccc([N+](=O)[O-])cc2c1-c1ccccc1
  -15	-0.016
- COC(=O)c1cnc(NNS(=O)(=O)c2ccc(Cl)cc2)nc1C(F)(F)F
  10	-0.035
- CC(NC(=O)Cn1nc(-c2ccccc2)ccc1=O)c1ccccc1 (stereo not drawn)
  -5	0.35
- O=C(N/N=C/c1ccc(F)cc1)c1cc(-c2ccc3c(c2)OCO3)n[nH]1
  -2	0.07
- Nc1ccccc1S(=O)(=O)C(F)F
  10	-0.63
- CCC1(CC)Nc2ccccc2C(=O)N1c1ccc(OC)cc1
  2	0.015
- COc1ccc(-c2coc3cc(O)cc(O)c3c2=O)cc1OC
  4	0.64
- COc1ccccc1/C=C/C=N/n1c(-c2ccc(F)cc2)n[nH]c1=S
  -10	-0.13
- COc1ccc(C2NCCc3c2[nH]c2ccccc32)cc1CN1CCc2cc(OC)c(OC)cc2C1C (stereo not drawn)
  2	-3.8*
- O=C(NCc1ccccc1)c1ccc(CNc2c(N3CCCC3)c(=O)c2=O)cc1
  -7	0.57

An excerpt from above in order of the ROMK primary value, falling.
mol	ROMK primary
O=C(NCc1ccccc1)c1ccc(CNc2c(N3CCCC3)c(=O)c2=O)cc1	0.57
NC(=O)c1cccc(CC(=O)c2ccccc2)c1	0.22
O=C(N/N=C/c1ccc(F)cc1)c1cc(-c2ccc3c(c2)OCO3)n[nH]1	0.07
O=C(CSc1ncccn1)Nc1ccc2c(c1)CCC2	-0.31
O=[N+]([O-])c1ccc(Oc2cccc(C(F)(F)F)c2)nc1	-0.54
COC(=O)c1cc(OC)c(OC)cc1NC(=O)Nc1ccccc1F	-1.4

Complete entries from above. Order of screens: S1P3 antagonist	ROMK primary
Entry for NS(=O)(=O)c1ccc(-c2ccc(/C=N/Nc3ccc(C(=O)O)cc3)o2)cc1 : 6	-0.032
Entry for Cc1ccc(C(=O)Cn2cncn2)cc1 : -2	0.031
Entry for Cc1ccc([N+](=O)[O-])c(OCC(O)CNC(C)(C)C)c1 (stereo not drawn) : 4	-0.26

Going on with the list.
Order of results: S1P3 antagonist	ROMK primary
- Cc1cc(NC(=O)CSc2nnc(-c3ccncc3)n2C)n(-c2ccccc2)n1
  4	-0.17
- CCc1nc2sc(C(C)=O)c(N)c2c2c1CCCC2
  0	0.14
- Oc1[nH]c2ccccc2c1N=Nc1ncnc2c1oc1ccccc12
  -9	-0.012
- COc1cc(/C=C/c2noc(-c3ccccc3O)n2)ccc1OC(C)=O
  -19	-0.37
- N#C/C(=C\c1ccc(Cl)cc1)C(=O)Nc1cccnc1
  -9	0.14
- CS(=O)(=O)c1sc(C(=O)NC(=O)Nc2cccc(C(F)(F)F)c2)c2c1C=CCC2
  12	0.94
- COc1ccc2nc(NC(=O)NC3CCCCC3)sc2c1
  0	-0.63
- CC1=NNC(=O)C1Cc1ccc(F)cc1 (stereo not drawn)
  1	-0.74
- O=C(N/N=C/c1c(O)n(Cc2ccco2)c(=O)[nH]c1=O)c1ccccc1
  -2	0.01
- CNC(=O)CC1C(=O)N(C)C(=S)N1NC(=O)c1ccccc1 (stereo not drawn)
  -11	-0.32
- COc1ccc2nc(Cl)cc(Cl)c2c1
  -7	-0.12
- CC(=O)Nc1ccc(NC(=O)CSc2ncnc3c2cnn3Cc2ccccc2)cc1
  -13	0.47
- CCOc1cc(/C=N/NC(=O)CSc2nncn2C)ccc1OCC(N)=O
  10	-1.4
- Cc1cc(C(=O)NNS(=O)(=O)c2cccc(Cl)c2)nn1C(C)(C)C
  1	-0.16
- Cn1c(-c2ccccc2)nc2cnccc21
  8	0

(more compounds)
| SMILES | S1P3 antagonist | ROMK primary |
| --- | --- | --- |
| O=C(N/N=C/c1ccco1)C1(O)c2ccccc2-c2ccccc21 | -2 | 0.054 |
| O=C(Cn1cc[n+](CC(=O)c2ccc(Cl)cc2Cl)c1)c1ccc(Cl)cc1Cl | 2 | -3* |
| CC(C)(C)c1ccc(N2C(=N)SCC2=O)cc1 | 13 | -9.3* |
| CC(C)(C)S(=O)(=O)c1cnc(-c2cnccn2)nc1N | 3 | -0.21 |
| CN(C)S(=O)(=O)c1ccc(-c2csc(N/N=C/c3ccco3)n2)cc1 | 16 | 0.7 |
| Fc1ccc(-n2c(-c3cc(C4CC4)[nH]n3)n[nH]c2=S)cc1Cl | 0 | 0.53 |
| O=C(O)CCNC(=O)CCCn1nnc2ccccc2c1=O | 4 | 0.48 |
| Cc1csc2c(N3CCN(C(=O)Nc4ccc(Cl)c(Cl)c4)CC3)ncnc12 | -3 | -0.44 |
| COC(=O)c1cc(C)ccc1OCc1ccc([N+](=O)[O-])cc1 | -7 | -13* |
| CC(C)(C)c1cc(NCc2ccccn2)n2ncc(-c3ccccc3)c2n1 | -12 | 0.35 |
| CC(=O)c1cc(O)c2ccccc2c1O | 9 | -1.1 |
| CCOC(=O)N1CCC(NC(=O)c2ccc(Cl)cc2)CC1 | 3 | -0.3 |
| O=[N+]([O-])c1ccc(OCCO)c(P(=O)(c2ccccc2)c2ccccc2)c1 | 11 | -0.67 |
| CCOC1(c2ccccc2)CC1C(=O)N/N=C/c1cccc([N+](=O)[O-])c1 (stereo not drawn) | 9 | -2.1 |
| CCOC(=O)c1ccc(NC(=S)NCCc2ccc(OC)c(OC)c2)cc1 | 6 | 0.66 |
| N[C@@H](Cc1ccccc1)c1nnc(SC/C=C/c2ccccc2)o1 | 2 | -1 |
| CC(C)(CC(=O)O)CC(=O)NNc1ncccc1C#N | 11 | -0.65 |
| CC(C)CNC(=O)NC(=O)COC(=O)COc1ccc(Cl)cc1Cl | -14 | -0.055 |
| Cn1nccc1NC(=O)Nc1cccc(Cl)c1 | 6 | 0.1 |
| Cc1ccc(S(=O)(=O)NNC(=S)Nc2cccc(C)c2C)cc1 | -4 | 0.43 |
| CC1(CCc2ccccc2)NC(=O)N(CC(=O)N2CC(=O)Nc3ccccc32)C1=O (stereo not drawn) | -13 | -0.045 |
| O=C(CSc1nnc(-c2ccco2)o1)c1ccc([N+](=O)[O-])cc1 | 5 | 0.3 |
| CC(=O)/C=C(\C)N=Nc1c(O)[nH]c2ccccc12 | 12 | 0.094 |
| CC(C)OP(=O)(OC(C)C)C(Nc1ccc(C(=O)O)cc1)c1ccccc1 (stereo not drawn) | -1 | 0.22 |
| O=C(NNC(=O)c1ccc[nH]1)Nc1cc(Cl)cc(Cl)c1 | -2 | -1.4 |
| COc1cc(/C=C2\SC(=S)N(NC(=O)c3cccnc3)C2=O)ccc1O | 4 | -4.2* |
| O=C1CCC(C(=O)OCc2cc(=O)oc3ccc4ccccc4c23)=NN1 | 2 | -0.44 |
| C/C(=N\NC(=O)Cn1cc([N+](=O)[O-])cn1)c1ccc(O)cc1 | -2 | -0.015 |
| COCc1cc(=O)[nH]c2c1c(-c1ccccc1)nn2C | 1 | 0.033 |
| Cc1cc(-c2nc(C)c(-c3nnc(SCC(=O)Nc4ccc(Cl)cc4)n3C)s2)no1 | -17 | 0.25 |
| Nc1ccc(SCc2nc3cccc4c3n2CCC4)cc1 | -1 | -0.54 |
| COc1ccc(NS(=O)(=O)c2cn(C)c(=O)n(C)c2=O)c(OC)c1 | -14 | 0.26 |
| COc1ccccc1-c1c(C)nn2c(N3CCC(C)CC3)cc(C)nc12 | 4 | 0.73 |
